# LDHA block: qHTS assay for inhibitors of human lactate dehydrogenase; purified LDHA, NADH/diaphorase-resazurin fluorescence; stronger effect = lower value; activity change, % (values are at about 110 or 230 µM); 480,000 tested, 0.15% active; AID 1347041, 2019; in the data active = activity change below about -30%; inconclusive = mostly about -25% to -30%;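 note: plate controls were DMSO wells for no effect and wells without enzyme for full effect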
#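 Enzyme activity of human lactate dehydrogenase 5 (2 nM; 0.06 mM NADH, 0.2 mM pyruvate, 5 min, RT) is measured via a resazurin/diaphorase fluorescence readout of residual NADH.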
# D2 ag: HTS Assay for Allosteric Agonists of the Human D2 Dopamine Receptor: Primary Screen for Agonists | activation, % at 2 µM | HEK293 T-REx D2 cells, calcium flux agonist mode | 340,000 tested, 0.53% active | AID 485358, 2010 | D(2) dopamine receptor (Homo sapiens), P14416;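 active = activation over 3 SD above normal in the single-dose calcium agonist read, cut at about 30% in these data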; note: 0% is about no effect
# Target sequence (P14416 whole entry, looked up): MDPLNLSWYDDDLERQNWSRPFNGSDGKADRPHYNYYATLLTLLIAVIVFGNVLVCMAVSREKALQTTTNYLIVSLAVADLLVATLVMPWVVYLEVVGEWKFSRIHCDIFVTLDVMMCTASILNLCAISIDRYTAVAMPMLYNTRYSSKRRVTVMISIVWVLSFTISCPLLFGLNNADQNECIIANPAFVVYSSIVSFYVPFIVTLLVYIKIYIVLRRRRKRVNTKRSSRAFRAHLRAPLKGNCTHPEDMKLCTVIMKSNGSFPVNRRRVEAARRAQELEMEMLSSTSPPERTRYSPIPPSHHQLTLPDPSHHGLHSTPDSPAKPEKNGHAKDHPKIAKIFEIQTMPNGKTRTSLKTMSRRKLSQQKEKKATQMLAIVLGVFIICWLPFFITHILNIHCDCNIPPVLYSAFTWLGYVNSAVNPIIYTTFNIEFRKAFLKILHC
#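 Calcium-flux readout, 1 cycle/sec over 180 s following compound pin transfer, in inducible HEK293 Trex D2 cells (force-coupled); dopamine controls included. Positive calcium responses during this window marked compounds as potential agonists.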
# D2 antag: HTS Assay for Allosteric Antagonists of the Human D2 Dopamine Receptor: Primary Screen for Antagonists. AID 485344, 2010. D(2) dopamine receptor (Homo sapiens), P14416. HEK293 TREx D2 cells, calcium flux, dopamine EC80. 340,000 tested, 2% active. inhibition, % at 10 µM; in the data active = inhibition above about 30%; note: 0% is about no effect
#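 Dopamine at EC80 is the agonist stimulus; test compounds precede it by 180 s. Calcium flux read kinetically in a force-coupled, inducible HEK293 T-REx D2 cell line.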
# GRP78 ERSR act: qHTS for Inducers of the Endoplasmic Reticulum Stress Response (ERSR) in Human Glioma: qHTS | U87-MG GRP78 promoter luciferase reporter, 16 h | Potency, µM, inactives show at the top dose activation, usual class: activators | 420,000 tested, 0.02% active | AID 602332, 2012; note: potency is the fitted concentration of half-maximal effect; series mostly up to about 76 µM; % of control where 0% means no effect; nearly all actives have a fitted effect of over 35% in size
#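 Stably transfected U87-MG human glioma cells carrying a GRP78-based luminescent sensor were seeded at 1000 cells/well, pin-dosed with compounds and incubated 16 h. Luciferase reagent was then added, and end-point luminescence was read after 10 min at room temperature.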
# ERG-DNA inh: qHTS for Small Molecule Inhibitors of the ERG Ets/DNA interaction | Transcriptional regulator ERG (Homo sapiens), P11308 | fluorescence polarization, His-ERG Ets domain / labelled DNA | AID 624246, 2012 | 370,000 tested, 0.028% active | Potency, µM (titrated, usually from 76.9 µM), without a hit: top-dose FP activity, negative = inhibition, actives largely listed as inhibitors; active = well fitted inhibition curve with a large enough effect in the polarisation, with a control signal flat; inconclusive = small, poorly fitted or top-dose-only effect, or effect the other way, or a change in a side signal; inactive = no such curve, though single readings can be large or run the other way; the % refers to the polarisation;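 note: polarization taken with two DNA probes labelled with fluorescein and Texas red; potency is the fitted concentration of half-maximal effect; % of control where 0% means no effect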
#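 His-tagged ERG Ets domain (1 uM in the protein solution; 300mM KCl, 50mM Tris-HCl, 1mM EDTA, 1mM DTT, pH 7.5) received compound, then a probe mix of 5 nM fluorescein-DNA and 100nM Texas-615-DNA. Fluorescence polarization was read for both dyes.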
# 12-LOX inh: Primary qHTS assay for inhibitors of human arachidonate 12S-lipoxygenase (ALOX12): Round 2 | 580,000 tested, 1.1% active | Potency, µM (highest dose often 108 µM), without a hit: at the highest dose activity change, negative = inhibition, hits mostly inhibitors | Polyunsaturated fatty acid lipoxygenase ALOX12 (Homo sapiens), P18054 | purified 12hLO, xylenol orange hydroperoxide absorbance | AID 1671190, 2021; note: potency is the fitted concentration of half-maximal effect; % is set by controls: 0 for no effect and ±100 for the full control effect
# Target sequence (P18054 whole entry, looked up): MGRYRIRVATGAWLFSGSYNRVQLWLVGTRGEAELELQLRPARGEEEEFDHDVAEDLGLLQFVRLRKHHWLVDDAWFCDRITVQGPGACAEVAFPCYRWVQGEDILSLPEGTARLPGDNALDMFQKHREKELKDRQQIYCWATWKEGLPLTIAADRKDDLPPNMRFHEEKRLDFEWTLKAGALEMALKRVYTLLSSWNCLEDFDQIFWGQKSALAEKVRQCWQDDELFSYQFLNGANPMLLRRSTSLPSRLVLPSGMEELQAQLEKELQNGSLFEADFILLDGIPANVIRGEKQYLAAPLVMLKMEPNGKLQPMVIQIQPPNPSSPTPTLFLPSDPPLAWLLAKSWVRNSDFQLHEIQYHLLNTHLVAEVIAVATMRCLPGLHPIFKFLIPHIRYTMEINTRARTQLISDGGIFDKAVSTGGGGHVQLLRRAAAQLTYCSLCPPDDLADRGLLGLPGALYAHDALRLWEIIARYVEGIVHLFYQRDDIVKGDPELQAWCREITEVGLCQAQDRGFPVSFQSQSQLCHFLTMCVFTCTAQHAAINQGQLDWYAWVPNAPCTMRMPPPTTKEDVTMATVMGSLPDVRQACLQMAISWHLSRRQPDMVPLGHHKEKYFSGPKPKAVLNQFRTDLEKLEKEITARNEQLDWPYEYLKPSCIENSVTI
#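 Hydroperoxide product was detected by ferrous iron/xylenol orange as the 573 to 405 nm absorbance ratio. Arachidonic acid at 40 uM (final) was turned over for 30 min at room temperature by 150 nM human 12hLO, pH 7.0 Hepes buffer, after 15 min compound preincubation.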
# Vif-APOBEC3G blk: qHTS for Inhibitors of Vif-A3G Interactions: qHTS. 410,000 tested, 0.076% active. Potency, µM (titrated, usually from 46.1 µM), inactives show top-dose activity, negative = active, most hits filed as inhibitors. HeLa A3G-eYFP + Vif (tagged APOBEC3G with the HIV-1 protein that degrades it), YFP fluorescence, overnight. DNA dC->dU-editing enzyme APOBEC-3G (Homo sapiens), Q9HC16. AID 602310, 2012;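 note: potency is the fitted concentration of half-maximal effect; % is set by controls: 0 for no effect and ±100 for the full control effect; nearly all actives have a fitted effect of over 60% in size; hits raise eYFP signal because A3G escapes Vif-driven loss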
#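 HeLa cells stably expressing Vif and C-terminally eYFP-tagged A3G, seeded overnight at 37 deg C, then exposed to compound by pintool overnight at 37 deg C. Rise in yellow fluorescence (Ex 488/Em 500-530, Acumen) marks blocked Vif-driven A3G degradation.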
# Vif-APOBEC3F blk: qHTS for Inhibitors of Vif-A3F Interactions: qHTS | 390,000 tested, 0.2% active | HeLa A3F-eYFP + Vif (tagged APOBEC3F with the HIV-1 protein that degrades it), YFP fluorescence increase | Potency, µM (doses to about 46.1 µM), for inactives: at the top dose activity, negative = active; note: potency is the fitted concentration of half-maximal effect; % of control where 0% means no effect; nearly all actives have a fitted effect of over 65% in size
#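 HeLa cells stably expressing Vif plus C-terminally eYFP-tagged A3F were seeded, incubated overnight at 37 deg C, dosed with compound, incubated overnight again at 37 deg C. Yellow fluorescence (Ex 488/Em 500-530) reported blocked Vif-mediated A3F-eYFP degradation.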
# RGS4 inh: Inhibitors of Regulator of G Protein Signaling (RGS) 4: qHTS. Regulator of G-protein signaling 4 (Homo sapiens), P49798. Transcreener GDP fluorescence polarization, RGS4-accelerated GTP hydrolysis. Potency, µM (top dose mostly 114 µM), inactives show top-dose activity change, negative = inhibition, hits mostly inhibitors. 390,000 tested, 0.039% active. AID 504845, 2011; note: potency is the fitted concentration of half-maximal effect; % is set by controls: 0 for no effect and ±100 for the full control effect; nearly all actives have a fitted effect of over 75% in size; some results filed as inactive show a strong effect at the top dose
#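 MLSMR compounds (23 nl, pin-transferred) preincubated 10 min at room temperature with a 500nM (2x) first reagent, then RGS4 at 900nM (2x) plus Transcreener GDP mix added; fluorescence polarization (620/688 nm) read before and after 90 min at 30 °C.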
# Numbers without * were called inactive; i = inactive; ? = inconclusive; . = no result given; [ ] = remark or other dose. Unless noted, calls come from the whole dose curve; as a rule, active = well fitted curve in the direction sought with a large enough effect; inconclusive = small, poorly fitted or top-dose-only effect, or another doubt; inactive = no such curve, though single readings can be large; an effect the other way counts as inactive or inconclusive. These rows are one share of the data; the hit share may differ from the screen's.
SMILES,LDHA block,D2 ag,D2 antag,GRP78 ERSR act,ERG-DNA inh,12-LOX inh,Vif-APOBEC3G blk,Vif-APOBEC3F blk,RGS4 inh
CCCOc1ccc(N2C(=O)CC(SCCN)C2=O)cc1 (stereo not drawn),0,0.5,12,-4%,2%,-19%,2%,-2%,-21%
CCOC(=O)[C@H]1[C@H]2COc3ccc(C)cc3[C@@H]2N2C(=O)c3cc(Br)ccc3NC(=O)[C@@]12C,0,.,.,-3%,1%,?,-22%,-3%,-20%
O/N=C(\c1ccccc1)C(O)c1ccccc1 (stereo not drawn),-10,-2.4,15,1%,16%,-4%,3%,4%,8%
CCNC(=O)Cc1ccc(S(=O)(=O)N2CCOCC2)s1,-1,0.2,-22,-6%,4%,-2%,-12%,2%,4%
O=C(CCNS(=O)(=O)c1ccccc1F)N1CCN(S(=O)(=O)c2cccc(F)c2)CC1,-2,.,.,-6%,-15%,5%,0%,8%,-8%
Cc1ccc2c(n1)sc1c(=O)n(-c3cccc(C(F)(F)F)c3)nnc12,-8,-1.7,.,.,2%,-2%,.,.,28%
NC(=O)c1nsc(C(=O)N(c2ccc(F)cc2)C(C(=O)NC2CCCC2)c2ccncc2)c1N (stereo not drawn),-2,-2.3,3,-5%,-8%,-22%,-3%,1%,-10%
O=C(CNC(=O)C1CCCCC1)OCC(=O)c1ccc2c(c1)CCC2,-2,.,.,-2%,.,.,-5%,.,1%
Cn1ncc(Br)c1C(=O)N1CCCC1,-9,-1.6,7,1%,-3%,18%,2%,0%,2%
CCCOC(=O)CSc1nc(N2CCOCC2)c2c(c1C#N)CC(C)(C)OC2,-7,-0.3,17,-1%,4%,1%,-2%,4%,5%
COC(=O)c1ccc2nc(-c3ccco3)c(Cc3ccc(C)cc3)n2c1,-1,.,.,?,.,?,-15%,.,.
CCOC(=O)CN1N=C(c2ccc(Cl)s2)CSC1=O,-6,0.1,-10,-6%,-8%,-20%,2%,-20%,?
O=C(Cn1nc2c(cc1=O)CCCC2)Nc1ccccc1C(F)(F)F,-8,-0.9,.,-3%,8%,-1%,1%,-13%,3%
COc1ccc(-c2cc(C(=O)Nc3sc4c(c3C#N)CCCC4)c3ccccc3n2)cc1OC,-2,0.8,15,-6%,-7%,0%,0%,1%,-30%
COc1ccc(NC(=O)CSc2nnc(C3CC3)n2-c2ccccc2)cc1,2,0.8,19,-3%,7%,4%,-6%,1%,5%
NS(=O)(=O)c1ccc(CCNC(=O)CN2CCN(S(=O)(=O)c3ccccc3F)CC2)cc1,-11,.,.,-3%,11%,-11%,3%,-10%,-4%
CCOC(=O)c1c(NC(=O)c2cccnc2)sc(C(C)=O)c1C,-3,0.4,2,-4%,4%,13%,2%,3%,-28%
O=C(Cn1cnc2ccccc2c1=O)Nc1ccccc1N1CCOCC1,4,0.0,-33,1%,7%,?,1%,10%,-10%
Cc1cc(NC(=O)c2cc(-c3cccs3)on2)nn1Cc1ccc(Cl)cc1,-3,0.3,-8,-6%,-1%,4%,-3%,1%,-1%
O=C(CN1CCN(C(=O)C2CCCO2)CC1)Nc1c(Cl)cccc1Cl (stereo not drawn),-6,0.5,-10,-1%,-3%,-10%,0%,-5%,7%
Cc1ccc(S(=O)(=O)NC(C)c2ccccc2)cc1[N+](=O)[O-] (stereo not drawn),-2,-0.3,-24,-5%,-9%,27%,-3%,7%,0%
OCCCNC(c1ccccc1)c1ccc(O)cc1 (stereo not drawn),-1,0.2,-7,2%,14%,0%,-1%,-12%,-14%
Cc1ccsc1C(=O)OCC(=O)N1CCc2ccccc2C1,-9,0.1,-2,-4%,3%,-1%,-1%,-8%,8%
COc1ccc(-n2c(Cc3cccs3)nnc2SCC(=O)Nc2ccc3c(c2)OCCO3)cc1,5,-1.4,21,-3%,-6%,0%,-1%,.,14%
CSc1cccc(N2CC(C(=O)Nc3ccccc3N3CCCC3)CC2=O)c1 (stereo not drawn),7,-0.2,7,-2%,-1%,?,1%,10%,-28%

# (listing goes on)
SMILES,LDHA block,D2 ag,D2 antag,GRP78 ERSR act,ERG-DNA inh,12-LOX inh,Vif-APOBEC3G blk,Vif-APOBEC3F blk,RGS4 inh
CCN1CCN(c2ccc(S(=O)(=O)N3CCOCC3)cc2NC(=O)CC(C)C)CC1,2,0.2,-12,-2%,2%,0%,-5%,2%,9%
CC(C)(C)c1ccc(C(=O)N/C(=C\c2cccs2)C(=O)NCc2ccco2)cc1,-1,.,.,-2%,-10%,-13%,-5%,-2%,-28%
Cc1ccc(N(CC(=O)NC2CCCCC2C)S(=O)(=O)c2c(C)noc2C)cc1 (stereo not drawn),-1,-2.4,6,0%,-10%,61%[activator],-11%,3%,-22%
CCC(NS(=O)(=O)c1ccc(OC)cc1)C(=O)NCCc1ccccc1 (stereo not drawn),3,-0.1,-7,1%,5%,0%,-1%,-7%,-5%[56.9 µM]
CCCC(=O)N1CCC1(C)C(=O)NS(=O)(=O)c1ccc(C(C)(C)C)cc1 (stereo not drawn),-1,.,.,-5%,.,-17%,2%,.,.
COc1ccccc1NS(=O)(=O)c1cc(C(=O)NCc2ccco2)ccc1C,-3,0.0,10,-3%,-3%,-27%,-5%,7%,-30%
CCOc1ccc(NC(=O)C(Cc2ccccc2)NS(=O)(=O)c2ccc3c(c2)oc(=O)n3C)cc1 (stereo not drawn),-2,0.0,.,-4%,0%,-2%,-4%,-2%,-1%
COc1cccc(N2CCN(CC(=O)Nc3ccnn3C3CCCC3)CC2)c1,2,-1.1,20,-4%,8%,3%,0%,-5%,28%
COc1ccc(CN(C(=O)c2oc3ccccc3c2C)C2CCS(=O)(=O)C2)cc1OC (stereo not drawn),-4,-0.8,16,-3%,-10%,-9%,-1%,2%,-27%
O=C(Nc1ccnc(=O)[nH]1)c1sc2ccccc2c1Cl,0,1.6,-4,11%,-13%,-5%,1%,-9%,-17%[11.4 µM]
Cc1ccc(NC2=C(Cl)C(=O)OC2OC(=O)c2ccco2)c(C)c1 (stereo not drawn),-6,.,.,-1%,-2%,?,-11%,-6%,-2%
CCc1nn(-c2cc(Oc3cccc4ccccc34)nc(-c3ccccc3)n2)c(N)c1C#N,-6,-0.5,7,-2%,-13%,i,-2%,1%,3%
Cc1cc2n(n1)C(c1ccsc1)Nc1ccccc1-2 (stereo not drawn),7,-1.8,-6,1%,0%,-3%,-3%,-11%,-26%
Cc1ccc(C2(c3ccc(C)cc3)NC(=O)N(Cc3c(C)noc3C)C2=O)cc1,-2,0.3,-12,-4%,-6%,6%,-12%,-3%,-38%
CCNC(=O)COn1c(SCC(=O)NCC)nc2ccccc2c1=O,-1,.,.,-5%,-4%,0%,-1%,-5%,-4%
Cc1ccccc1NC(=O)c1cc(S(=O)(=O)N2CCCCC2)cs1,-10,0.2,-9,-3%,.,27%,1%,-4%,11%
O=C(NCc1cccc(Cl)c1)c1ccc(-c2cccnc2)c2ccoc12,-18,.,.,7%,.,11%,-4%,.,.
CCC(=O)Nc1ccc2nc(SCC(=O)N3CCc4ccccc43)sc2c1,6,-1.3,.,-3%,0%,0%,0%,1%,-7%
Cc1ccc(Cc2nc3ccccc3nc2SCC(=O)NCCC(C)C)cc1,-8,-0.6,.,-1%,1%,-12%,-2%,-8%,-6%
O=S1(=O)Nc2c(cc(Cl)c3ccc(Cl)nc23)-c2ccccc21,-3,.,.,-3%,.,.,-12%,.,-8%
Cc1ccc(S(=O)(=O)C2(C(=O)N3CCN(c4ccccc4F)CC3)CC2)cc1,-3,0.5,9,-1%,11%,3%,-3%,-9%,-33%
CCOc1ccc(NC(=O)CC2NCCNC2=O)cc1 (stereo not drawn),-9,-2.0,-31,1%,-9%,-25%,-1%,-5%,7%
COc1ccc(Cc2nnc(SCC(=O)c3c(N)n(C4CC4)c(=O)[nH]c3=O)o2)cc1,0,0.8,-16,-3%,-10%,0%,-1%,3%,1%
COc1ccc(N=C2SCC(c3ccc(C)cc3)=NN2CCO)cc1,-2,-1.3,8,-10%,8%,?,0%,2%,-8%
Cc1ccc(CNC(=O)c2ccc3nc(SCc4ccc(F)cc4)[nH]c3c2)cc1,-2,0.2,.,-3%,-3%,6%,2%,3%,11%
COC(=O)COc1ccc(S(=O)(=O)Nc2ccc(C(N)=O)cc2)cc1,-10,-0.1,1,-5%,-13%,10%,-1%,-7%,0%
OC(COCc1ccc2c(c1)OCO2)CN1CCC(Cc2ccccc2)CC1 (stereo not drawn),-7,0.6,-7,-3%,-3%,-29%,-2%,4%,30%

# High-throughput results: PubChem, National Center for Advancing Translational Sciences (NCATS)
